Screening data deposited in PubChem by several laboratories.
Runt-CBFb FRET: Runt domain-CBFb interaction inhibition. Cerulean-Runt/Venus-CBFb FRET ratio 530/480, 1 h. inhibition, % at 20 µM. hit rate 0.46% among 220,000. AID 1496;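 active means inhibition over about 50% at 20 µM in the single-dose screen, limit read from the data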;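 further: 0% = DMSO wells and 100% = excess unlabeled CBFb competitor control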
Target sequence (Q01196 whole entry, looked up, the tested form may be a part): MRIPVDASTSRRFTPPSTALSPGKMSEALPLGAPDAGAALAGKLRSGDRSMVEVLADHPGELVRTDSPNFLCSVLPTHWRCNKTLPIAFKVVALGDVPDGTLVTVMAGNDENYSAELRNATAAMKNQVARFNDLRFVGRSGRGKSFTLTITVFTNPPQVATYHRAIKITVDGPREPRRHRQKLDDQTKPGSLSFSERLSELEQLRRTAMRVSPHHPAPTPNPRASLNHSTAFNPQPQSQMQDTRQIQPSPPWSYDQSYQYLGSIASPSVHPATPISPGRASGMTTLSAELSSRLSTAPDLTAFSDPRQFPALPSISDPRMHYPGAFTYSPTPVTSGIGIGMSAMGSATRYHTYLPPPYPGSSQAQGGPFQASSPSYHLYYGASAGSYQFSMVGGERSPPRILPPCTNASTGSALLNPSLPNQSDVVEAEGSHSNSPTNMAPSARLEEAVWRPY
Target sequence (Q13951 whole entry, looked up, the tested form may be a part): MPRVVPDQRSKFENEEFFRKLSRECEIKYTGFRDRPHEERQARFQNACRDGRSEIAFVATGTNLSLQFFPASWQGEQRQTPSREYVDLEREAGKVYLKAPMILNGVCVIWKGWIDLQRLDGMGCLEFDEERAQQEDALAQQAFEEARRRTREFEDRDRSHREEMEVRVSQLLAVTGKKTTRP
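Measured by: fluorescence energy transfer, 422 nm excitation, 530/480 nm emission; Assay system: Cerulean-Runt domain; Medium: Tris pH 7.5 buffer with BSA; Measure: loss of energy transfer signal; Controls: 5 µM unlabeled CBFb as full-inhibition high control; Incubation: protein complex preformed 1 h, compound exposure 1 h, room temperature, dark.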
Hck Nef HTS: inhibitors of human Hck kinase activated by Nef; AID 463187; Recombinant Hck-YEEI plus Nef, Z-Lyte FRET kinase assay; P08631; inhibition, % at 20 µM; hit rate 0.68% among 220,000;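 active means Hck-Nef kinase inhibition above about 50%, limit read from the data; inactive means inhibition below that limit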;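 further: 0% = DMSO with Hck plus Nef and 100% = Hck alone without Nef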
14-3-3 Bad PPI: disrupts binding of bovine 14-3-3 zeta to phospho-Bad peptide; TR-FRET 14-3-3zeta/Dy647-pBad peptide displacement, 1 h; inhibition, % at 21.7 µM; hit rate 0.71% among 220,000; AID 781;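 active means inhibition above about 70%, limit read from the data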;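 further: 0% = full 14-3-3 plus peptide FRET controls and 100% = background without 14-3-3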
Target sequence (P63103 whole entry, looked up): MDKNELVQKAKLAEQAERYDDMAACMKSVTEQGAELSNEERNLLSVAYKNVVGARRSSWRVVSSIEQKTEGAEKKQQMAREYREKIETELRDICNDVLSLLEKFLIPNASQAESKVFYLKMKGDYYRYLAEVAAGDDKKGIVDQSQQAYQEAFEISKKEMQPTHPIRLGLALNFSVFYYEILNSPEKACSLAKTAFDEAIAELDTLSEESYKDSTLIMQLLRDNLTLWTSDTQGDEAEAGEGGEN
Mdm2 ligase inh: inhibitors of human Mdm2 E3 ubiquitin ligase | cell-based MDM2 ubiquitination luciferase reporter, 2 h; 0 = plate control, 100 = twice control, blank-subtracted | Q00987 | signal enhancement, % at 5 µM | hit rate 0.11% among 210,000;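 active means signal enhancement of 30% or more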;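 further: luminescence tracks abundance of the self-degrading MDM2-luciferase fusion protein; higher signal means inhibition of MDM2 E3 ligase activity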
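Buffer or medium: Cells held in DMEM | Assay system: Stable mammalian line carrying autodegrading MDM2–luciferase fusion reporter | Quantity: 2000 cells/well | Times: 4 h settle plus 2 h compound, 37 °C | Doses: One concentration, 5 µM, with 0.2% DMSO | Technique: Luminescence with SteadyLite reagent, 15 min at room temperature | Benchmarks: Plate controls and plate blanks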
TbHK1 inh: blocks Trypanosoma brucei hexokinase 1 activity; recombinant TbHK1, G6PDH-coupled NADH A340; inhibition, % at 10 µM; hit rate 0.11% among 220,000; AID 1430;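 active means inhibition of 50% or more in the single-dose primary screen; inactive means inhibition below 50%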
p47phox inh: blocks human p47phox regulatory protein of NADPH oxidases; P14598; inhibition, % at 24.7 µM; hit rate 0.53% among 220,000; AID 1274; p47phox/p22phox peptide binding, fluorescence polarization, 2 h;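 active means inhibition above about 30%, limit read from the data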;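 further: 0% = p47phox with labelled peptide and 100% = labelled peptide alone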
EBV gp42 inh: inhibitors of Epstein-Barr virus glycoprotein 42; Q1HVG2; AID 1085; inhibition, % (tested at 21.74 µM); Fluorescence polarization binding assay, mP read-out; hit rate 0.42% among 220,000; in the data active means inhibition above about 50%
Runt-SMMHC FRET: inhibitors of human RUNX1 Runt domain binding to CBFb-SMMHC; Q01196+Q13951; Cerulean-Runt/Venus-CBFb-SMMHC FRET ratio 530/480, 1 h; inhibition, % at 20 µM; hit rate 0.74% among 220,000;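 active means mean inhibition across duplicate retests at 20 µM reaching about 50%, limit read from the data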;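 further: 0% = DMSO wells and 100% = wells with excess untagged CBFb-SMMHC; inhibitors lower the FRET ratio by blocking Runt binding to CBFb-SMMHC; some results filed as inactive read as strong as hits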
zVAD death inh: blocks zVAD induced death of L929 cells; L929 zVAD necroptosis rescue, ATP luminescence, 24 h; with zVAD 60 µM; hit rate 0.38% among 220,000; viability rescue, % at 10 µM;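 active means activation, scaled between plate controls, above about 75%, limit read from the data; inactive means activation under that limit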;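 further: 0% = zVAD with DMSO and 100% = DMSO alone without zVAD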
* = called active by the depositor; · = not tested or not shown; [ ] = another dose, or the depositor's remark.

SMILES | Runt-CBFb FRET | Hck Nef HTS | 14-3-3 Bad PPI | Mdm2 ligase inh | TbHK1 inh | p47phox inh | EBV gp42 inh | Runt-SMMHC FRET | zVAD death inh
O=C(c1ccc(Cl)c(S(=O)(=O)N2CCCC2)c1)N1CCN(c2ccc(F)cc2)CC1 | 2 | 3 | -2 | -5 | -1 | -5 | -5 | 3 | 0.8
NC(=O)c1ccc(NC(=O)COC(=O)c2cc(S(=O)(=O)N3CCOCC3)ccc2N2CCCCC2)cc1 | -4 | 10 | -3 | -10 | -20 | -17 | -6 | 1 | 1.3
CCCNC(=O)NNC(=O)c1ccc(F)cc1 | -2 | 15 | -7 | -4 | -3 | -3 | -5 | -1 | -0.1
O=C(CSc1nc2[nH]ncc2c(=O)[nH]1)N1CCCC1 | 2 | 0 | 7[fluorescence artefact?] | -15 | 0 | -4 | -7 | 3 | 0.7
CC(=O)Nc1ccc(CN2CCCCCCC2)cc1 | 0 | 2 | 55[fluorescence artefact?] | -18 | -1 | -13 | -17 | 2 | -0.2
O=S(=O)(c1ccc(Oc2ccc(S(=O)(=O)N3CCOCC3)cc2)cc1)N1CCOCC1 | 0 | -5 | -8 | -7 | 4 | -10 | 8 | 5 | -0.8
NC(=O)c1ccsc1NC(=O)CSc1nc2ccccc2c(=O)n1CCCO | -1 | 1 | -4 | -3 | 1 | 1 | -28 | -2 | 0.2
Cc1cc(C(F)(F)F)c(C#N)c(SCC(=O)NC(C)(C)C)n1 | -1 | 0 | 0 | 8 | 3 | -1 | -16 | 0 | 2.1
Cn1ncc(C(=O)Nc2ccc(OC(F)(F)F)cc2)c1-n1cccc1 | -6 | 11 | -2 | -2 | -5 | 0 | -11 | -2 | 74
CCOC(=O)C1=C(C)NC(C)=C(C(=O)OCC)C1C(=O)OCC(=O)N(CC)C1CCS(=O)(=O)C1 (stereo not given) | 0 | 24 | -16 | -8 | -4 | -7 | -2 | 3 | 2.1
O=C(CCN1C(=O)C2C3CCC(C3)C2C1=O)Nc1ccccc1C(F)(F)F (stereo not given) | 3 | 19 | 0 | 4 | 1 | 1 | -16 | -2 | 1.3
Nc1nc2ncc(-c3ccsc3)c(N)n2n1 | 0 | -3 | 32 | -6 | -2 | -4 | -1 | 0 | 1.1
COc1cccc(CN2CCNC(=O)C2CC(=O)N2CCCCO2)c1OC (stereo not given) | 0 | 17 | -10 | 6 | -8 | -2 | -7 | -5 | 0.5
Cc1ccc(NC(=O)c2ccc(F)cc2)cc1S(=O)(=O)N1CCCCCC1 | 0 | 19 | 3 | -21 | 4 | -5 | -9 | 3 | 21
Fc1ccc2[nH]c3c(N4CCN(c5ccccc5)CC4)ncnc3c2c1 | 5 | -1 | -9[fluorescence artefact?] | -25 | 1 | -20 | 0 | -2 | 3.0
CC(=O)N1CCN(CC(=O)Nc2ccccc2Sc2ccc(Cl)cc2)CC1 | -6 | 4 | -11[fluorescence artefact?] | 10 | -1 | -11 | -14 | -3 | 1.0
O=C(NCc1cccs1)C1CCCN(c2nc3ccccc3o2)C1 (stereo not given) | -2 | 5 | -8 | -18 | 3 | -13 | -11 | -11 | 0.3
CCC1Oc2ccc(C)cc2N(CC(=O)NCCC2=CCCCC2)C1=O (stereo not given) | -2 | 9 | 6 | -17 | 3 | 6 | -12 | 1 | 0.1
C=CCNc1nc(-c2ccccn2)nnc1-c1ccccc1 | 6 | 3 | 6 | -7 | -14 | -2 | -1 | -1 | 56
COc1cc(CC(=O)OCC(=O)Nc2ccc(N3CCOCC3)cc2)cc(OC)c1OC | 0 | 24 | -10 | -5 | 0 | -12 | 1 | 0 | 18
Cc1nc(NC(=O)COC(=O)CCc2nc3ccccc3s2)c(Cl)cc1Cl | 0 | 3 | 4[fluorescence artefact?] | -13 | 4 | -3 | 6 | -2 | 2.7
Cc1nc(S(=O)(=O)N2CCOCC2)c(C#N)c(C)c1Cl | 0 | 3 | 1[fluorescence artefact?] | -14 | 55* | -8 | 0 | 1 | 37
CC1(C)CC(=O)C=C(Nc2ccccc2O)C1 | 0 | 3 | -13 | -5 | 3 | -5 | 5 | 0 | 0.2
O=[N+]([O-])c1ccc(S(=O)(=O)N2CCN(Cc3c[nH]c4ccccc34)CC2)cc1 | 3 | 2 | 79* | -18 | -7 | -1 | -11 | -4 | -1.1
O=C(NNc1ccc(-c2csnn2)cc1)c1ccccc1C(F)(F)F | 1 | 4 | -6 | -1 | -1 | -1 | -4 | 1 | 0.7
O=C(c1cccs1)n1nc(-c2ccco2)nc1SCc1ccccc1 | 3 | 1 | -3 | -15 | -10 | -4 | -11 | 4 | 1.4
C=CCn1c(SCC(=O)NNC(=O)Nc2cccc(Cl)c2)nnc1-c1ccccc1 | 4 | 4 | 3 | -16 | 2 | 3 | 8 | 0 | 0.3
CCCCCOC(=O)Cn1c(N2CCOCC2)nc2c1c(=O)[nH]c(=O)n2C | -2 | 1 | 12 | -3 | 8 | 0 | -21 | -1 | 0.7
COCC(=O)Nc1nc(-c2ccccc2)ns1 | -3 | 9 | -9 | · | -1 | 9 | 1 | 0 | -0.1
COc1cccc(NC(=O)NC2CCCc3ccccc32)c1 (stereo not given) | 1 | 5 | -9 | -18 | -1 | -3 | -1 | -1 | 74
CCn1c(CSc2nnc(-c3ccoc3C)n2C)nc2cc(S(=O)(=O)N(C)C)ccc21 | · | 1 | -6 | -12 | 5 | 3 | 0 | · | -0.3
C/C(=N\NC(=O)c1nn(C)cc1Cl)c1ccncc1 | -2 | 2 | 15[fluorescence artefact?] | -11 | 18 | -7 | -2 | 3 | 0.7
CCOC(=O)c1sc(=NC(=O)c2cc(OC)c(OC)c(OC)c2)n(C)c1C | -24 | 1 | 10 | 16 | -23 | -10 | -17 | -14 | -0.1
O=C(CNS(=O)(=O)c1cccc(Cl)c1)OCc1csc(-c2ccccc2)n1 | 0 | 2 | 6 | -4 | 3 | -15 | -9 | 3 | 1.5
O=C(NCc1cccnc1)NC1CCCN1S(=O)(=O)c1ccc(Cl)cc1 (stereo not given) | -3 | 0 | -5 | -5 | 5 | 1 | 11 | -3 | 0.9
CCOC(=O)CN(C(=O)CSc1nnc(C)n1-c1ccccc1)c1cccc([N+](=O)[O-])c1 | 0 | 1 | -6 | -2 | -1 | -4 | -19 | 1 | 0.5
CC(=O)OCC(=O)[C@@]1(O)CC[C@H]2[C@@H]3CCC4=CC(=O)CC[C@]4(C)[C@H]3C(=O)C[C@@]21C | 2 | 29 | 2 | -7 | -8 | 6 | -5 | -1 | 0.4
COCCSc1ccccc1C(=O)NCCCn1ccnc1 | 4 | 1 | -1 | -17 | 1 | -8 | 11 | -1 | -0.2
CN(C(=O)N1CCN(c2ccccn2)CC1)c1ccccc1 | · | 1 | -2 | 2 | 3 | -14 | -14 | -5 | -0.1
CC(C)CCOc1cccc(OCC(=O)O)c1 | -2 | 20 | -16 | 2 | 2 | -67 | -91 | -4 | 3.8

One compound at a time, as listed above. Screens in order: Runt-CBFb FRET	Hck Nef HTS	14-3-3 Bad PPI	Mdm2 ligase inh	TbHK1 inh	p47phox inh	EBV gp42 inh	Runt-SMMHC FRET	zVAD death inh
Results for `CCCNC(=O)NNC(=O)c1ccc(F)cc1` = -2	15	-7	-4	-3	-3	-5	-1	-0.1
Results for `C=CCn1c(SCC(=O)NNC(=O)Nc2cccc(Cl)c2)nnc1-c1ccccc1` = 4	4	3	-16	2	3	8	0	0.3

Carrying on.
SMILES | Runt-CBFb FRET | Hck Nef HTS | 14-3-3 Bad PPI | Mdm2 ligase inh | TbHK1 inh | p47phox inh | EBV gp42 inh | Runt-SMMHC FRET | zVAD death inh
O=C(NCC1CCCO1)C(c1cccs1)N(C(=O)Cn1nnc(-c2cccs2)n1)C1CCCC1 (stereo not given) | -1 | -5 | -1[fluorescence artefact?] | 14 | -3 | -48 | -2 | 0 | -0.9
COc1ccc(/C=C/C(=O)Nn2cnnc2)cc1 | -2 | 10 | 1 | 0 | -9 | -7 | -21 | 2 | 0.1
CCCS(=O)(=O)c1c(S(=O)(=O)CCC)c2cnccn2c1C(=O)c1ccc(OC)cc1 | -2 | 8 | 2 | -16 | -40 | -8 | -11 | -1 | -0.1
Cc1ccc2c(c1)NCC(C(=O)NC1CCC(C)CC1)O2 (stereo not given) | -2 | -7 | -9 | · | -6 | -23 | -2 | -4 | ·
CN1CCN(S(=O)(=O)c2ccc(NC(=O)c3ccc(Br)s3)cc2)CC1 | 0 | 12 | -1[fluorescence artefact?] | -10 | 3 | -9 | -1 | 1 | 1.9
COC(=O)C1=C(C)NC(=O)NC1c1cn(-c2ccccc2)nc1-c1cccs1 (stereo not given) | 0 | -2 | 2[fluorescence artefact?] | -4 | -2 | -9 | 6 | -2 | 1.6
CCC(C)(C)C1CCC2(CC1)NC(CO)(CO)CO2 (stereo not given) | -1 | 6 | -1 | · | -2 | -2 | 1 | -1 | -0.2
COc1ccc(C)cc1NC(=O)C(c1ccccc1)N1CCNC(=O)C1 (stereo not given) | -1 | 19 | 1 | 5 | 0 | 3 | 2 | 2 | -0.2
Cc1ccc(Nc2nc(C(=O)N3CCC(C(=O)N4CCN(C)CC4)CC3)cs2)cc1 | 0 | 2 | -13 | -9 | -1 | -14 | -15 | 0 | -0.2
C=Cc1ccc2c(c1)N(C)C(=C)S2 | 15 | 37 | 0 | -3 | -4 | -18 | -4 | 47 | 1.1
O=C(Nc1ccc(N2CCOCC2)nc1)c1ccccc1Cl | 0 | 3 | -5 | -8 | -13 | -8 | -5 | -4 | 2.8
CC(C)OCCCNc1ncnc2c1cnn2-c1ccccc1 | · | 9 | -4 | -10 | 3 | -3 | 12 | -2 | 11
Cc1cccn2c(=O)c(/C=C(\C#N)S(=O)(=O)c3ccccc3)c(Oc3ccc(Cl)cc3)nc12 | -37 | 7 | -14 | -9 | -9 | -26 | -19 | -86 | 2.2
COc1ccc(-n2c(C)cc(C(=O)COC(=O)c3cc(OC)c(OC)cc3NC(=O)c3cccs3)c2C)cc1 | -3 | 3 | -12[fluorescence artefact?] | -4 | -28 | -49 | -13 | -1 | 0.6
O=C(CS(=O)(=O)c1cn(CC(=O)N2CCOCC2)c2ccccc12)Nc1ccccc1 | 2 | -27 | -10 | -10 | 0 | -13 | -7 | 2 | 1.5
Cn1cc(CN(CCCN2CCOCC2)C(=S)Nc2cccc(Cl)c2)c2ccccc21 | 0 | 5 | -11[fluorescence artefact?] | -8 | -8 | -12 | -1 | -1 | ·
CCC(C)[C@H](NC(=O)Nc1ccc2c(c1)OCCO2)C(=O)OC (stereo not given in full) | 2 | 13 | 0 | -12 | -7 | -2 | -9 | -4 | 0.5
Cc1cc(C)nc(N2CCCC(C(=O)Nc3ccc4c(c3)OCCO4)C2)n1 (stereo not given) | -2 | 0 | 15[fluorescence artefact?] | -10 | -4 | 1 | 18 | 5 | 0.0
C/C=C/Cn1c(Br)nc2c1c(=O)[nH]c(=O)n2C | -2 | -1 | 4[fluorescence artefact?] | 0 | 0 | -1 | 3 | 0 | 0.2
Cc1ccc(/C(O)=C2/C(=O)C(=O)N(CCCn3ccnc3)C2c2ccccn2)cc1 (stereo not given) | -2 | 0 | 3[fluorescence artefact?] | -12 | -4 | -6 | -29 | -7 | -0.2
